Source: PubChem (National Center for Advancing Translational Sciences (NCATS))
ELG1 genotox: genotoxicity induction in ELG1-luciferase HEK293T cells | Potency, µM (highest dose often 46 µM), without a hit: top-dose activity change, positive = activation, hits mostly activators | HEK293T ELG1-luciferase reporter, luminescence, 16 h | hit rate 1.3% among 330,000; also: % of control where 0% means no effect; nearly all actives have a fitted effect of over 60% in size
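Screening used a luciferase reporter fused to human ELG1 in HEK293T cells. Luminescence was read on a CCD plate imager after 16 hr exposure and 30 min ONE-Glo incubation.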
FLuc modulator: firefly luciferase modulation, counter-screen for miR-21 project; P08659; purified FLuc, Km substrates, luminescence inhibition; Potency, µM (top dose mostly 57.5 µM), without a hit: at the highest dose activity change, negative = inhibition, most hits filed as inhibitors; hit rate 6.9% among 360,000; AID 588342;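 also: plate controls were vehicle for no effect and reference inhibitor for full effect; nearly all actives have a fitted effect of over 55% in size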
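Purified P. pyralis luciferase (10nM final) with 10uM D-luciferin and 10uM ATP (Km levels) in 50mM Tris acetate pH 7.5, 10mM Mg acetate, 0.01% Tween-20, 0.05% BSA; qHTS 6-point titration, ~60 µM downward; luminescence read.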
uPA surface inh: cell surface uPA generation inhibition. cell surface uPA generation assay, qHTS. Potency, µM (series often up to 38.3 µM), without a hit: at the highest dose activity change, negative = inhibition, actives largely listed as inhibitors. hit rate 0.31% among 330,000. AID 540303; active = well fitted inhibition curve with a large enough effect; inconclusive = small, poorly fitted or top-dose-only effect; inactive = no such curve, though single readings can be large or run the other way; tested in mouse RAW 264.7 cells; also: % is scaled to controls: 0 for no effect and ±100 for the full control effect; nearly all actives have a fitted effect of over 55% in size
NPC1 prom act: activators of NPC1 promoter; AID 485313; hit rate 2.4% among 320,000; Huh7 NPC1 promoter luciferase reporter, 24 h; Potency, µM (top dose mostly 9.22 µM), inactives show at the top dose activation, usual class: activators;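 also: % of control where 0% means no effect; nearly all actives have a fitted effect of over 60% in size; reporter is driven by a mutant NPC1 promoter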
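Huh7 reporter cells (NPC1 promoter driving luciferase) are dosed with compound for 24 h at 37 °C, 5% CO2; luciferase detection reagent is then added and luminescence measured after 10 min at ambient temperature.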
p53 reactivation: re-activators of mutant p53; H1299 p53-A138V BP100-luciferase reporter, luminescence, 24 h; Potency, µM (top dose mostly 92.2 µM), without a hit: top-dose activity change, positive = activation, actives largely listed as activators; hit rate 0.063% among 320,000; also: % of control where 0% means no effect; nearly all actives have a fitted effect of over 45% in size
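p53-null H1299 cells stably carrying temperature-sensitive p53-A138V and a BP100-luciferase reporter were pinned with compounds (4-point, 1:5 series) and held 24 hrs at 37 deg C. Luminescence was read 10 min after detection reagent.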
Rab9 prom act: Rab9 promoter activation; Huh7 Rab9 promoter-luciferase reporter, luminescence, 24 h; Potency, µM (doses to about 9.22 µM), for the others: at the top dose activation, negative = inhibition, most hits filed as activators; hit rate 2.8% among 320,000; AID 485297; also: % of control where 0% means no effect; nearly all actives have a fitted effect of over 60% in size
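Using Huh7 cells stably transfected with Rab9 promoter–luciferase, compounds were incubated 24 h at 37 °C, 5% CO2; luciferase luminescence was read 10 min after reagent addition.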
MBNL1 CUG block: blocks human MBNL1 binding to CUG repeat RNA; hit rate 0.036% among 280,000; TR-FRET MBNL1-His/biotin-(CUG)12 binding, 665/545 ratio; AID 2675; Potency, µM (series often up to 57.5 µM), inactives show at the highest dose activity change, negative = inhibition, hits mostly inhibitors; active = well fitted inhibition curve with a large enough effect in the signal ratio, with a control signal flat, not every such curve was filed as active; inconclusive = small, poorly fitted or top-dose-only effect, or effect the other way, or a change in a side signal; inactive = no such curve, though single readings can be large or run the other way; the % refers to the signal ratio; also: % is scaled to controls: 0 for no effect and ±100 for the full control effect
Target sequence (Q9NR56 whole entry, looked up): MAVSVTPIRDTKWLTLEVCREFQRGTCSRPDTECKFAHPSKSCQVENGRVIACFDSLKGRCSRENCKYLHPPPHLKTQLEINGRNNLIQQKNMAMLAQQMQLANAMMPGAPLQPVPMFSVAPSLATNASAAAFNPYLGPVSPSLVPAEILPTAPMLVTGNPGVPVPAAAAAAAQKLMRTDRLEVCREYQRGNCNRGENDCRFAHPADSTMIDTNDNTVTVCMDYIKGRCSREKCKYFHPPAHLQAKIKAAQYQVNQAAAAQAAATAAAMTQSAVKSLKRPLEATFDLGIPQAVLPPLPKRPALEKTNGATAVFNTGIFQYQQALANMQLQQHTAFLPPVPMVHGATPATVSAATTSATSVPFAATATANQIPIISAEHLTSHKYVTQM
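Compounds (final 92 nM to 58 uM) are added to His-tagged MBNL1 and biotin-(CUG)12, then terbium anti-His antibody and streptavidin-XL665 (5 nM final). After 60 min at room temperature, the 665/545 nm ratio is read.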
VP16 counter: inhibits Gal4-VP16 luciferase reporter, ROR gamma counter-screen. Drosophila S2 Gal4-VP16 UAS-luciferase, luminescence, 20 h. Potency, µM (highest dose often 53.6 µM), without a hit: top-dose activity, negative = inhibition, most hits filed as inhibitors. hit rate 3.5% among 310,000. AID 2546;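 also: Gal4-VP16 expression switched on by copper sulfate through the metallothionein promoter; % is scaled to controls: 0 for no effect and ±100 for the full control effect; nearly all actives have a fitted effect of over 50% in size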
RORgamma inh: inhibitors of mouse ROR gamma transcriptional activity; P51450; Drosophila S2 Gal4-RORgamma UAS-luciferase reporter, 20 h; Potency, µM (titrated, usually from 53.6 µM), for inactives: top-dose activity change, negative = inhibition, hits mostly inhibitors; hit rate 5.4% among 310,000; AID 2551; also: % is scaled to controls: 0 for no effect and ±100 for the full control effect; nearly all actives have a fitted effect of over 60% in size
Target sequence (P51450 whole entry, looked up, the tested form may be a part): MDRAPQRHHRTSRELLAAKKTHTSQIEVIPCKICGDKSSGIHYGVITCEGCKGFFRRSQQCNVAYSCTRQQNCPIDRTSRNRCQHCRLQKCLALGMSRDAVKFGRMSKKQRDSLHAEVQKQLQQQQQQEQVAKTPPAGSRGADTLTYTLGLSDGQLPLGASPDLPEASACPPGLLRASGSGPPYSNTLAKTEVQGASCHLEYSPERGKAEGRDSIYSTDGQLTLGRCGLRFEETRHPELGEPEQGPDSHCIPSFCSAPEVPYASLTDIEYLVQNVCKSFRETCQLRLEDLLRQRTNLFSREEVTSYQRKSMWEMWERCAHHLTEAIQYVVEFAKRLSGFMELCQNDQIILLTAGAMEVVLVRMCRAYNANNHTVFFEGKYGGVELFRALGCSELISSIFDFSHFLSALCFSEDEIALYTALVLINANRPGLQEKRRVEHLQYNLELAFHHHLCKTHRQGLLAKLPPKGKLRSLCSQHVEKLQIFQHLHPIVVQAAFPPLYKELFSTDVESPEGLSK
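Read-out: Photinus luciferase luminescence; inhibitors lower reporter signal. Insect Schneider cells with Gal4-ROR gamma fusion under metallothionein promoter, UAS reporter; 700 uM final copper sulfate induction, 20 hr, ambient temperature.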
BRCA1 expr act: increases BRCA1 expression; MCF7-BRCA1-FFLuc reporter, luminescence, 48 h; response scale: scaled: vehicle 0%, 10 µM genistein 100%; Potency, µM (doses to about 46.1 µM), without a hit: at the top dose activation, most hits filed as activators; hit rate 1.1% among 380,000; also: nearly all actives have a fitted effect of over 80% in size; some results filed as inactive show a strong effect at the top dose
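MCF7-BRCA1-FFLuc, 2000 cells/well; 2 h attach, 37 °C/5% CO2; compound 48 h; luciferase substrate 15 min; luminescence end-point. Norm. to genistein 10 microM max activation and DMSO; concentration-response curves fitted.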
* marks the source's active call; other numbers are inactive results; u = inconclusive; x = no result given; [ ] = remark or other dose. Unless noted, calls follow the shape of the dose curve; as a rule, active = well fitted curve in the direction sought with a large enough effect; inconclusive = small, poorly fitted or top-dose-only effect, or another doubt; inactive = no such curve, though single readings can be large; an effect the other way counts as inactive or inconclusive. Potency is read from the fitted curve at half-maximal effect.

| Structure | VP16 counter | MBNL1 CUG block | RORgamma inh | p53 reactivation | FLuc modulator | Rab9 prom act | BRCA1 expr act | ELG1 genotox | uPA surface inh | NPC1 prom act |
| --- | --- | --- | --- | --- | --- | --- | --- | --- | --- | --- |
| C=CCC1CCC/C(=N\NS(=O)(=O)c2ccc(C)cc2)C1 (stereo not given) | 14% | -9% | -33% | 10% | 5% | -4% | 7% | -2% | -7% | 2% |
| CCOC(=O)c1cccnc1SCC(=O)Nc1ccc(C)cc1 | 2% | 4% | 14% | 21% | -1% | 24% | 84% | 13% | -2% | 21% |
| CCN(CC)C(=O)C(=O)N/N=C/c1ccc(Cl)cc1Cl | -4% | 9% | -2% | 0% | -19% | 1% | -8% | 5% | 1% | -3% |
| O=C(/C=C/c1ccc(O)cc1)c1ccccc1 | -18% | -8% | u | u | 2.7µM* | u | u | u | -10% | 3% |
| CC(=O)Nc1ccc(NC(=O)COc2ccc(-c3ccc(C#N)cc3)cc2)cc1 | x | x | x | -2% | 7% | 2% | -18% | 9% | 0% | 1% |
| O=C(Cc1c(Cl)cccc1Cl)Nc1ccncc1 | 0% | -2% | 5% | -1% | 2% | -4% | -8% | -11% | 1% | -5% |
| COc1ccc(CC(=O)n2nc(-c3ccc(Cl)cc3)nc2NCc2ccco2)cc1 | -1% | 10% | u | 23% | -2% | 3.2µM* | 35% | 14% | x | u |
| N#C/C(=C\c1ccccc1)C(=O)NC1CC1 | -3% | -4% | -9% | 10% | u | -1% | -24% | 2% | 8% | -1% |

Following part:
| Structure | VP16 counter | MBNL1 CUG block | RORgamma inh | p53 reactivation | FLuc modulator | Rab9 prom act | BRCA1 expr act | ELG1 genotox | uPA surface inh | NPC1 prom act |
| --- | --- | --- | --- | --- | --- | --- | --- | --- | --- | --- |
| COc1ccccc1NC(=S)NCc1cccs1 | -27% | -8% | u | 8% | 6% | -16% | -1% | -2% | -3% | -4% |
| O=c1cnn(Cc2c(Cl)cccc2Cl)c2ccccc12 | 1% | u | -4% | 0% | 5% | -5% | 0% | 9% | -5% | 2% |
| Cc1ccc(S(=O)(=O)N2CCOCC2)cc1C(=O)N1c2ccccc2Sc2ccccc21 | -29% | 2% | -30% | -1% | 3%[2.3 µM] | -3% | -60% | -9% | 0% | -4% |
| COc1ccc(C(c2c(O)cc(C)oc2=O)c2c(O)cc(C)oc2=O)cc1 | 5%[0.365 µM] | -11% | 15% | 6% | -2% | -2% | 0% | -4% | -13% | -2% |
| Cc1nc(N2CCOCC2)[nH]c(=O)c1[N+](=O)[O-] | -1% | x | -3% | 6% | -2% | -3% | -17% | -2% | -3% | -5% |
| CCOC(=O)c1ccc(NC(=O)Nc2ccc(OC)c(OC)c2)cc1 | x | 2% | 2%[0.365 µM] | -13% | u | -3% | -68% | -13% | 4% | 1% |
| CC(CCc1ccco1)NC(=O)CCc1nnc2ccc(NCc3ccccc3Cl)nn12 (stereo not given) | 5% | -1% | 3% | 1% | -1% | 2% | -26% | -5% | -12% | 0% |
| COc1ccc(/C=C/C(=O)OCC(=O)NC2CCCC(C)C2C)cc1 (stereo not given) | x | x | x | -1% | x | x | -6% | -2% | -6% | x |

More results:
| Structure | VP16 counter | MBNL1 CUG block | RORgamma inh | p53 reactivation | FLuc modulator | Rab9 prom act | BRCA1 expr act | ELG1 genotox | uPA surface inh | NPC1 prom act |
| --- | --- | --- | --- | --- | --- | --- | --- | --- | --- | --- |
| COc1ccc(C2=NN(S(C)(=O)=O)C(c3ccc4nccnc4c3)C2)cc1 (stereo not given) | 16% | x | 3%[10 µM] | u | u | u | u | u | 11% | u |
| COc1ccc(CN(C)C(=O)Cc2ccsc2)c(OC)c1OC | -3% | 1% | 2% | 0% | 1% | -1% | 21% | 5% | -5% | 1% |
| COc1ccc(C(C(=O)NCC2CCCO2)N(C(=O)CNC(=O)c2ccco2)c2cc(C)cc(C)c2)cc1OC (stereo not given) | 0% | 0% | -19% | 7% | -3% | 10% | -1% | -2% | 10% | 7% |
| Cc1ncsc1CCOC(=O)C12CC3CC(CC(C3)C1)C2 | 0% | -6% | -33% | 1% | 3% | 4% | -1% | -1% | -1% | 1% |
| COC(=O)CCc1ccc(O)cc1 | 2% | -5% | -13% | x | 3% | 0% | -16% | 5% | -14% | -2% |
| CCSc1nc(NCCN(C)C)c2c3c(sc2n1)COC(C)(CC)C3 (stereo not given) | 1% | x | 5% | 1% | -1% | -1% | 0% | -6% | -2% | -4% |
| Cc1nnc(NC(=O)CSc2ccccn2)s1 | 6% | 6% | 2%[10 µM] | -5% | 1% | 2% | 3% | 1% | -4% | 3% |
| Cc1ccc(S(=O)(=O)NCc2cn3c(C)csc3n2)cc1 | -13% | 3% | -9% | 1% | -1% | -2% | 1% | -2% | 0% | -1% |

Further entries.
| Structure | VP16 counter | MBNL1 CUG block | RORgamma inh | p53 reactivation | FLuc modulator | Rab9 prom act | BRCA1 expr act | ELG1 genotox | uPA surface inh | NPC1 prom act |
| --- | --- | --- | --- | --- | --- | --- | --- | --- | --- | --- |
| Cc1ccccc1N(C)S(=O)(=O)c1ccc2[nH]cc(C(=O)NCC3CCCO3)c(=O)c2c1 (stereo not given) | -8% | 3% | 13% | -12% | 5% | -1% | -66% | -16% | 17% | -1% |
| C=CCOc1ccc(CNn2cn[nH]c2=S)cc1 | u | 0% | 13µM* | 0% | 0% | 3% | 15% | 2% | -3% | -4% |
| CC1CC(C)(C)CC2(C1)NC(=S)N(c1ccccc1)N2 (stereo not given) | u | -1% | 7.1µM* | 5% | 1% | -1% | -38% | 9% | 5% | -2% |
| CCOc1ccc(NC(=O)c2ccc(CC)s2)c([N+](=O)[O-])c1 | -17% | 8% | -6% | 8% | -5% | 2.2µM* | u | u | 2% | u |
| Cc1cc(NC(=O)CCC(=O)N(CC(=O)NCC2CCCO2)c2ccccc2)no1 (stereo not given) | 3% | 3% | -15% | 9% | 1% | 4% | 11% | 11% | 12% | -4% |
| COC(=O)c1cc(C#N)c(N2CC(C)OC(C)C2)nc1C (stereo not given) | -2% | -5% | 23% | 3% | 3% | 0% | -15% | 2% | 1% | 0% |
| COc1ccc(C(=O)CCC(=O)Nc2cccc(Cl)c2)cc1 | 3% | 18% | 12% | -5% | -1% | -6% | -1% | 1% | 1% | -6% |
| Cc1ccc(NC(=O)c2cc(-c3cc(C)c(C)cc3O)n[nH]2)cc1C | 2% | -7% | -30% | -1% | 2% | 21% | 25% | 4% | -3% | 12% |

(cont.)
| Structure | VP16 counter | MBNL1 CUG block | RORgamma inh | p53 reactivation | FLuc modulator | Rab9 prom act | BRCA1 expr act | ELG1 genotox | uPA surface inh | NPC1 prom act |
| --- | --- | --- | --- | --- | --- | --- | --- | --- | --- | --- |
| O=C(c1cnccn1)N(Cc1ccco1)C1(C(=O)NC2CCCC2)CCCCC1 | 12% | -17% | 9% | 2% | -3% | 1% | -18% | 0% | -1% | -1% |
| CCCc1[nH][nH]c(=O)c1C(c1cccc(Cl)c1)C(C#N)C#N (stereo not given) | 9% | -3% | 3% | -1% | 4% | -1% | -65% | 0% | -6% | 0% |
| O=C(C1CCCCC1)N1CCN(c2ncccn2)CC1 | -3% | -3% | 10% | -4% | -1% | -5% | -9% | -2% | -2% | -4% |
| Cc1cccc(C(=O)NC(=S)NCc2cccnc2)c1 | u | x | 16µM* | 5% | -3% | -5% | -23% | 1% | 6% | 2% |
| CN(C)c1ccc(/C=C2\N=C(C(C)(C)C)OC2=O)cc1 | u | 8% | 1% | 17% | 1.5µM* | -4% | 2% | 0% | u | 1% |
| O=C(NCCCCC(NC(=O)C1CCCCC1)C(=O)O)c1ccccc1 (stereo not given) | -4% | 0% | -10% | -3% | 1% | 2% | 2% | 1% | 2% | -3% |
| COc1ccc(CNC(=O)C2CCN(S(=O)(=O)c3ccc4c(c3)CC(C)N4C(=O)C3CC3)CC2)cc1 (stereo not given) | -1% | -8% | 26% | -4% | 1% | -6% | -13% | -9% | -4% | -3% |
| CC(C)CN(C(=O)c1cccc(F)c1)c1c(N)n(CC(C)C)c(=O)[nH]c1=O | -9% | 3% | -40% | 0% | 0% | -2% | 16% | 0% | 0% | -6% |
| NS(=O)(=O)c1cc2c(cc1Cl)NC(CC1CCCC1)NS2(=O)=O (stereo not given) | 5% | 4% | 26% | 0% | -3% | -5% | 6% | 1% | 5% | 0% |
| O=C(CCNS(=O)(=O)c1ccccc1Cl)OCc1nnc(-c2ccccc2Cl)o1 | x | x | x | 2% | 3% | -2% | 1% | 4% | 3% | 0% |

Single records (already shown). Screens in order: VP16 counter	MBNL1 CUG block	RORgamma inh	p53 reactivation	FLuc modulator	Rab9 prom act	BRCA1 expr act	ELG1 genotox	uPA surface inh	NPC1 prom act
Results for `CCCc1[nH][nH]c(=O)c1C(c1cccc(Cl)c1)C(C#N)C#N` (stereo not given) → 9%	-3%	3%	-1%	4%	-1%	-65%	0%	-6%	0%
Results for `CC(C)CN(C(=O)c1cccc(F)c1)c1c(N)n(CC(C)C)c(=O)[nH]c1=O` → -9%	3%	-40%	0%	0%	-2%	16%	0%	0%	-6%
Results for `CN(C)c1ccc(/C=C2\N=C(C(C)(C)C)OC2=O)cc1` → u	8%	1%	17%	1.5µM*	-4%	2%	0%	u	1%
